aSyn UTR inh – MLPCN primary screen, SNCA 5' untranslated region | alpha-synuclein 5'UTR reporter, inhibitor activity | inhibition, % (tested at 7.5 µM) | 300,000 tested, 0.82% active; in the data active = inhibition above about 60%; inconclusive = no clear call, values can overlap the other calls;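 note: H4 neuroglioblastoma cells stably carrying SNCA 5'UTR luciferase fusion; 0% = DMSO wells and 100% = positive control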
PolyA inh – inhibitors of polyadenylation in S. cerevisiae. S. cerevisiae SKY197-pL101 polyadenylation reporter, beta-gal luminescence; efflux-impaired pdr1/pdr3 knockout yeast; score 100 = 6 SD above DMSO. calls only at 12 µM. 300,000 tested, 0.02% active;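 active = lowest replicate activity score at least 50, where 100 means six control SD above control mean; inconclusive = lowest score under 50 but half or more replicates reach 50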;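 note: yeast exposed to compound for 9 h at 30 °C; higher score means more reporter readthrough which indicates perturbed polyadenylation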
GSK3 alpha inh – inhibitors of human GSK-3 alpha kinase; P49840; ADP-Glo luminescence, 60 min; inhibition, % at 10 µM; 320,000 tested, 0.1% active;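 in the data active = inhibition above about 50%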;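 note: GST-tagged GSK-3 alpha with peptide substrate and 25 µM ATP; 0% = DMSO neutral wells and 100% = GW8510 positive control wells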
Target sequence (P49840 whole entry, looked up): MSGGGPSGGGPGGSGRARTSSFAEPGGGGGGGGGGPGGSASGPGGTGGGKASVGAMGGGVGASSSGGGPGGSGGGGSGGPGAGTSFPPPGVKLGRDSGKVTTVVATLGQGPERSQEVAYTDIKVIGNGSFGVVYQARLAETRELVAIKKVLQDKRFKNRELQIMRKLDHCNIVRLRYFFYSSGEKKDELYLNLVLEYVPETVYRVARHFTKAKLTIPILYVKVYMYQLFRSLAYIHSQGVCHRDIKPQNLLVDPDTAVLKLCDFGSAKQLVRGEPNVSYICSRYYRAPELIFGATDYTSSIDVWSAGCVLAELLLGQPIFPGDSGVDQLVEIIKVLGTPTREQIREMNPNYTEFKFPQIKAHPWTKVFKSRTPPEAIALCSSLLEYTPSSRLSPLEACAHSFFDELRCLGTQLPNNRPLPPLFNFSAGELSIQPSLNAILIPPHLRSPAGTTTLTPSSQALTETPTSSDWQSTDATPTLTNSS
HSF-1 act – increases HSF-1 driven luciferase reporter signal. 300,000 tested, 1.7% active. NIH3T3-HGL HSF-1 luciferase reporter, MG132, 8 h; 100% = twice DMSO control signal. activation, % at 9 µM;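 active = mean replicate activation of at least 50% with a set share of replicates each reaching 50%; inconclusive = only one of those two conditions met; inactive = mean below 50% and too few replicates reaching it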;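 note: 0% = median of the neutral control wells and 100% = twice that signal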
IEC-6 cytotox – IEC-6 cytotoxicity, counter-screen for KLF5 inhibitors; 290,000 tested, 0.78% active; inhibition, % at 5 µM; luminescence viability; in the data active = inhibition above about 22%;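 note: 0% = plate median of test compound wells and 100% = cytotoxic reference compound wells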
HSF1 inhib – HSF1 inhibition; NIH3T3-HGL HSE-luciferase, MG132-induced, luminescence 8 h; hits give low values; AID 2098; 300,000 tested, 0.77% active; activity change, negative = inhibition, % at 7.5 µM (by protocol);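 active = more than half of replicate wells show activity change below -50%, luminescence cut by over half; inconclusive = some wells, but at most half, below -50%; inactive = no replicate well below -50%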;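 note: luciferase reports HSF-1 transcriptional activity via heat shock element; 0% = median of DMSO wells and -100% = zero luminescence signal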
HSP90 refold inh – blocks HSP90-mediated luciferase refolding in reticulocyte lysate; AID 1789; Rabbit reticulocyte lysate, luciferase refolding luminescence, 3 h; inhibition, % at 5.6 µM; 290,000 tested, 0.91% active;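 active = inhibition above the screen-wide mean plus 3 SD, computed separately per campaign, cut at about 16% in these data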;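 note: 0% = DMSO wells and 100% = 60 µM geldanamycin wells; inhibitors lower the luminescence because luciferase stays unfolded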
KLF5 inhibitor – kruppel-like factor 5 inhibition; DLD-1 KLF5 promoter-luciferase reporter, luminescence; inhibition, % at 5 µM; 290,000 tested, 0.23% active; AID 1700;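 active = inhibition above a per-plate limit of that plate's mean compound inhibition plus 3 SD, cut at about 60% in these data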;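 note: 0% = DMSO wells and 100% = LY294002 at 200 µM; higher means less KLF5 promoter-driven luciferase light; inactives centre near -14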
GSK3beta inhib – blocks human GSK3beta kinase activity | P49841 | GST-GSK3beta kinase, ADP-Glo luminescence, 60 min; hits give low values | activity score (negative = inhibition), % at 10 µM | 300,000 tested, 0.038% active;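 active = more than half of replicate wells score below -50%, meaning over 50% inhibition versus plate controls; inconclusive = some replicates but at most half score below -50%; inactive = no replicate scores below -50%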;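 note: 0% = median DMSO wells and -100% = median GW8510 positive control wells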
Target sequence (P49841 whole entry, looked up): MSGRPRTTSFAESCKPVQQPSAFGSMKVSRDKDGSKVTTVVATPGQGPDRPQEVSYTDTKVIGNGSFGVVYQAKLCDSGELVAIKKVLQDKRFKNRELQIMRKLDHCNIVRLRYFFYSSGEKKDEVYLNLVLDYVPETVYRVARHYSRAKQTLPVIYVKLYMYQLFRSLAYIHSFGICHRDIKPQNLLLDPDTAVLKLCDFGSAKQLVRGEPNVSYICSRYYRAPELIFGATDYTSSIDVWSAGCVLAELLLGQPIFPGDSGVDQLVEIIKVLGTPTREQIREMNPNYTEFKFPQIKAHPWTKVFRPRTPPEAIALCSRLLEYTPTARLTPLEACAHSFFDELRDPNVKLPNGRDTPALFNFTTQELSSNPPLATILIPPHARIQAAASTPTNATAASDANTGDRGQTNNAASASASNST
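Test system: GST-fused GSK3beta enzyme, cell-free | Quantity: 1.6 ng GST-GSK3beta enzyme per well | Reagent: 25 µM ATP with peptide substrate | Schedule: 60 min enzyme reaction, room temperature | Signal: Luminescent ADP-Glo measurement of ADP formed | Read-out basis: Score relative to plate controls | Control set: DMSO and 20 µM GW8510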
AI-2 QS mod – modulates the Vibrio harveyi AI-2 quorum sensing system; Vibrio harveyi JMH597 AI-2 luminescence/OD600 ratio, 9 h; hits give low values; strain lacks LuxN and CqsS sensors; 0 = neutral-control median; activity change, % at 7.5 µM; 300,000 tested, 0.4% active; in the data active = activity change below about -75%, passing the limit was not always enough; inconclusive = no clear call, values can overlap the other calls;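 note: luminescence divided by OD600 gain over 9 h not by final OD600 alone; inactives centre near 13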
* = called active by the depositor; i = inactive; u = inconclusive; x = not tested or not shown.

Compound	aSyn UTR inh	PolyA inh	GSK3 alpha inh	HSF-1 act	IEC-6 cytotox	HSF1 inhib	HSP90 refold inh	KLF5 inhibitor	GSK3beta inhib	AI-2 QS mod
COc1ccc(C(=O)Nc2cc3c(cc2C#N)OCO3)cc1S(=O)(=O)N1CCN(C)CC1	8	i	-4	0	-3	-4	-1	-19	-4	23
Cc1nn(-c2ccccc2)c2c1C1(C(=O)N(C)c3ccccc31)N(c1ccccc1)C(=O)N2 (centres undefined)	12	i	4	-14	1	-9	1	7	-2	25
CN(C)CCn1c2c(c(SCC(=O)N3CCc4ccccc43)nc1=O)CCCC2	2	i	-2	-13	x	2	x	x	-7	3
CCOC(=O)c1ccc(N=Cc2c(O)c3ccccc3oc2=O)cc1	15	i	1	-15	-5	-17	0	-23	-1	4
CCc1nnc(NC(=O)c2ccc(S(=O)(=O)NCC(C)C)cc2)s1	-33	i	-1	9	-2	3	-6	-42	2	18
CSc1nc2nc(C)cc(-c3ccccc3)n2n1	-7	i	6	-16	-1	5	-2	-5	0	15
CC(C)NS(=O)(=O)c1ccc(OCC(=O)Nc2ccccc2F)cc1	-10	i	-4	17	0	0	-1	-57	2	10
Cc1cccc(/C=C2\Sc3ccc(C(=O)N4CCOCC4)cc3N(C)C2=O)c1	-14	i	-2	7	2	1	2	-20	x	19
CCCN(CCC)CCCNS(=O)(=O)c1ccc2c(c1)oc(=O)n2C	-4	i	-3	10	2	-5	-1	3	1	2
Cc1ccc(-c2cc(C(=O)NCc3cccnc3)no2)cc1	-90	i	-1	1	11	13	0	-109	3	12

New compounds follow:
Compound	aSyn UTR inh	PolyA inh	GSK3 alpha inh	HSF-1 act	IEC-6 cytotox	HSF1 inhib	HSP90 refold inh	KLF5 inhibitor	GSK3beta inhib	AI-2 QS mod
Cc1ccc(S(=O)(=O)NC(=O)N(CCC#N)Cc2ccccc2)cc1	-11	i	-4	6	3	-1	2	-37	2	13
CC(C)[C@H](N)c1nnc(SCC(=O)c2ccc(Cl)cc2)o1	26	i	6	-3	2	-6	3	22	5	36
COc1cc(C(=O)N2CCC(n3c(C)nc4cc(F)ccc43)CC2)cc(OC)c1OC	19	i	1	7	0	0	2	-14	6	1
Cc1nn(CC(C)C)c(=S)[nH]c1=O	-4	i	-5	-4	3	-1	7	-18	3	25
N#Cc1c(C(F)(F)F)cc(-c2ccccc2)nc1SCCN1CCOCC1	-27	i	-3	x	4	x	2	-19	1	5
O=C(Nc1cnccn1)Nc1ccc(Cl)cc1Cl	-62	i	3	10	1	17	-1	-8	1	17
CC(=O)OCC1OC(n2ccc3ccccc32)C(OC(C)=O)C(OC(C)=O)C1OC(C)=O (centres undefined)	-9	i	0	-10	-3	-2	0	-42	4	21
CCN(CC(=O)Nc1cccc(C(C)=O)c1)S(=O)(=O)c1ccc(OC)cc1	4	i	0	3	3	-3	4	-7	3	25
CC(=O)Nc1nonc1-n1nnc(C(=O)NCc2ccccc2)c1C	30	i	1	14	-5	6	0	-35	-1	60
O=C(NNC(=O)c1cc(-c2ccccc2)nc2ccccc12)Nc1cccc(Cl)c1	4	i	2	-24	-4	0	3	-13	-1	7

Continued:
Compound	aSyn UTR inh	PolyA inh	GSK3 alpha inh	HSF-1 act	IEC-6 cytotox	HSF1 inhib	HSP90 refold inh	KLF5 inhibitor	GSK3beta inhib	AI-2 QS mod
CCN1CCN(C(=O)c2ccc(C(F)(F)F)cc2)CC1	20	i	-3	4	5	-5	-2	4	-3	42
COc1cc(C(=S)N2CCN(C)CC2)ccc1OCC(=O)NCc1ccccc1	-2	i	-7	0	-9	-4	0	-34	-3	5
Fc1ccc(NC(=S)NCc2cccs2)cc1	2	i	x	14	1	1	4	5	2	10
O=C(Cn1cnc2ccccc21)NC(c1ccccc1)c1ccccc1	-10	i	0	-2	-2	-6	-3	-37	-5	32
COc1ccc(NC(=O)CCOc2ccccc2C)cc1S(=O)(=O)N1CCCCC1	7	x	0	-8	x	0	x	x	1	10
O=C1CC(c2ccco2)CC(O)=C1C=Nc1cc(Cl)cc(Cl)c1 (centres undefined)	-8	i	1	7	-8	1	-2	-6	-2	-7
Cc1cc(C)nc(NC(=O)c2ccc(COc3ccccc3Cl)cc2)c1	3	i	-4	28	19	19	-1	28	-4	14
C=CCOc1ccc(S(C)(=O)=O)cc1	2	i	1	9	2	-3	-2	-26	-2	26
Cc1onc(-c2ccccc2Cl)c1C(=O)NCC1CCCO1 (centres undefined)	-2	i	0	-4	2	4	-7	-10	1	27
COc1ccccc1CNS(=O)(=O)c1csc(C(N)=O)c1	26	i	-1	10	-2	2	-4	-15	2	14

Next section
Compound	aSyn UTR inh	PolyA inh	GSK3 alpha inh	HSF-1 act	IEC-6 cytotox	HSF1 inhib	HSP90 refold inh	KLF5 inhibitor	GSK3beta inhib	AI-2 QS mod
COc1cc2cc(C(c3nnnn3C3CCCC3)N3CCc4ccccc43)c(=O)[nH]c2cc1OC (centres undefined)	-8	i	-2	-9	3	9	1	9	-4	15
Cc1nc2ccc(NC(=O)Cc3cccc(F)c3)cc2s1	-80	i	3	19	-5	9	1	-93	3	30
Cc1ccc(NCc2nnc(SCC(=O)NCCc3ccccc3)n2C)cc1	18	i	x	-2	-2	-7	-1	-3	-1	19
Cc1cc(C)c(S(C)(=O)=O)c(Oc2ccc(F)cc2)n1	6	x	1	1	-2	9	-1	4	8	4
Cc1cccc(-n2ncc3c(NCCc4ccc(S(N)(=O)=O)cc4)ncnc32)c1	22	i	2	5	1	0	-1	-35	-1	-7
COC(=O)C1=CNC=C(C(=O)OC)C1c1ccc(Cl)cc1	-7	i	0	25	0	7	4	-14	-4	24
Cc1cccc(-c2nc(CS(=O)CC(=O)NCC3CCCO3)c(C)o2)c1 (centres undefined)	4	i	-1	20	-2	-2	-3	-8	-3	4
Cc1ccc(S(=O)(=O)Oc2ccc(/C=C(/NC(=O)c3ccccc3)C(=O)NCCC(=O)O)cc2)cc1	9	i	-2	-1	2	-3	-1	0	6	21
CCOC(=O)N1CN(C(=O)OCC)CN(C(=O)OCC)C1	-21	i	6	14	0	-8	1	-3	-9	24
COc1ccc(N(CC(=O)N2CCN(c3cccc(C)c3)C(C)C2)S(=O)(=O)c2c(C)n[nH]c2C)cc1 (centres undefined)	-4	i	1	5	4	-4	-4	-9	1	3

Later entries:
Compound	aSyn UTR inh	PolyA inh	GSK3 alpha inh	HSF-1 act	IEC-6 cytotox	HSF1 inhib	HSP90 refold inh	KLF5 inhibitor	GSK3beta inhib	AI-2 QS mod
COc1cc(-c2cc(N3C(=O)Nc4ccccc4N3O)n[nH]2)cc(OC)c1OC	20	i	1	-4	3	-1	2	-37	-1	6
C/C(=C/c1oc2ccc(O)cc2c1[N+](=O)[O-])N(C)C	-96	i	-1	-7	-2	-6	-3	4	-3	46
Cn1c(CC(=O)Nc2ccccc2Cl)nnc1SCC(=O)NC1CCCCC1	-27	i	-1	5	2	-1	-2	-11	0	19
O=C(CSc1nc2ccccc2[nH]1)Nc1cc(C(F)(F)F)ccc1N1CCOCC1	-2	i	3	17	2	2	4	-40	2	9
O=C(O)c1ccc2c3c(cccc13)C(=O)N(OS(=O)(=O)c1ccccc1)C2=O	-2	i	2	-2	2	-3	2	-24	1	32
O=C(Nc1cccnc1)c1cc(-c2ccc(Cl)c(Cl)c2)on1	-7	i	2	u	8	11	-3	-10	0	8

Copied from the list:
Value of Cc1nc2ccc(NC(=O)Cc3cccc(F)c3)cc2s1 under aSyn UTR inh: -80
Value of COc1cc(C(=O)N2CCC(n3c(C)nc4cc(F)ccc43)CC2)cc(OC)c1OC under HSF-1 act: 7

Ordered by number of heavy atoms (rising): part of the list above
Compound	aSyn UTR inh	PolyA inh	GSK3 alpha inh	HSF-1 act	IEC-6 cytotox	HSF1 inhib	HSP90 refold inh	KLF5 inhibitor	GSK3beta inhib	AI-2 QS mod
CCOC(=O)N1CN(C(=O)OCC)CN(C(=O)OCC)C1	-21	i	6	14	0	-8	1	-3	-9	24
O=C(Nc1cccnc1)c1cc(-c2ccc(Cl)c(Cl)c2)on1	-7	i	2	u	8	11	-3	-10	0	8
COc1cc(-c2cc(N3C(=O)Nc4ccccc4N3O)n[nH]2)cc(OC)c1OC	20	i	1	-4	3	-1	2	-37	-1	6
O=C(CSc1nc2ccccc2[nH]1)Nc1cc(C(F)(F)F)ccc1N1CCOCC1	-2	i	3	17	2	2	4	-40	2	9
COc1ccc(N(CC(=O)N2CCN(c3cccc(C)c3)C(C)C2)S(=O)(=O)c2c(C)n[nH]c2C)cc1 (centres undefined)	-4	i	1	5	4	-4	-4	-9	1	3

Not all compounds are listed (hit frequency here may not be typical).
